GLP1R ag = activates the human GLP-1 receptor; P43220; HEK293 GLP-1R CRE-luciferase, luminescence, 4-6 h; cells express a hypersensitive GLP-1R form; Potency, µM (doses to about 45.6 µM), inactives show at the highest dose activation, most hits filed as activators; 380,000 compounds, 0.007% hits; also: potency is read from the fitted curve at half-maximal effect; % of control where 0% means no effect
Target sequence (P43220 whole entry, looked up): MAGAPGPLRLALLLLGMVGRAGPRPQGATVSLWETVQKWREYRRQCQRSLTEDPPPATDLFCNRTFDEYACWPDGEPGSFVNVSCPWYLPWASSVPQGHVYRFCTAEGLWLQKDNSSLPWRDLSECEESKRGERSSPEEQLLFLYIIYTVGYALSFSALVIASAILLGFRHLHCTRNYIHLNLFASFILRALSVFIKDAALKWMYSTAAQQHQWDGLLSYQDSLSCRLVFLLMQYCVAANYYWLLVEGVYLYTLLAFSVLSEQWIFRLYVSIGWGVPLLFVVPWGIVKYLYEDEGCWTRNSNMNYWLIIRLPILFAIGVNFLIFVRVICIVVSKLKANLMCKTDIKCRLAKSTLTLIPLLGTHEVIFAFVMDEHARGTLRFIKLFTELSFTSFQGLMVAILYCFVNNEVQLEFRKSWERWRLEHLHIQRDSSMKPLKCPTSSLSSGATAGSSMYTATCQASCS
KB-3-1 cytotox = kills parental KB-3-1 adenocarcinoma cells | KB-3-1 viability, CellTiter-Glo ATP luminescence, 72 h | Potency, µM (highest dose often 46.1 µM), without a hit: top-dose activity change, negative = cytotoxic, hits mostly cytotoxic | 400,000 compounds, 1.4% hits | AID 1347075; also: potency is read from the fitted curve at half-maximal effect; % is scaled to controls: 0 for no effect and ±100 for the full control effect; nearly all actives have a fitted effect of over 60% in size
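Viability of parental KB-3-1 cells, measured by CellTiter-Glo luminescence, followed a 72 h incubation at 37 °C with pinned compounds in phenol-red-free DMEM containing 10% FBS.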
KB-V1 cytotox = kills drug-selected multidrug resistant KB-V1 cells; KB-V1 MDR cells viability, CellTiter-Glo, 72 h; Potency, µM (series often up to 46.1 µM), without a hit: at the top dose activity change, negative = cytotoxicity, usual class: cytotoxic; 400,000 compounds, 3.4% hits; also: potency is read from the fitted curve at half-maximal effect; % is scaled to controls: 0 for no effect and ±100 for the full control effect; nearly all actives have a fitted effect of over 60% in size
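Readout: CellTiter-Glo luminescence, 10 min after addition. Cells: KB-V1 MDR subline, 72 h at 37 degrees C with compound. Analysis: corrected, normalized data fitted to concentration-effect curves.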
D3 antag = antagonists of human D3 dopamine receptor | P35462 | D3R cells, DiscoveRx beta-arrestin luminescence, antagonist mode; active compounds read low | max response, negative = inhibition, % | 360,000 compounds, 2.5% hits; in the data active = max response below about -50%; inconclusive = no clear call, values can overlap the other calls; also: % is scaled to controls: 0 for no effect and ±100 for the full control effect; mostly tested at two doses, the higher about 12 µM
Target sequence (P35462 whole entry, looked up): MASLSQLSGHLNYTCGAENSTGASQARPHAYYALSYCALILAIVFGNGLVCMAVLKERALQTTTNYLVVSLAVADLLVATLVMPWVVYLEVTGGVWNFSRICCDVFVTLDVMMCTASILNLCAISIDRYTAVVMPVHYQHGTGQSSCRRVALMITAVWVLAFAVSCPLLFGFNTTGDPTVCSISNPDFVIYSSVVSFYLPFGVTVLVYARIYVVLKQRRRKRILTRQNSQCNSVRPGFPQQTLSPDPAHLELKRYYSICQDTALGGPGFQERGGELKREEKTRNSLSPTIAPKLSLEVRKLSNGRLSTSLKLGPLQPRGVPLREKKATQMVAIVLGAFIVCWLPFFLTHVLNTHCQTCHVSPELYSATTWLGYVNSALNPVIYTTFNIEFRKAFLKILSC
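Cells plated overnight at 1500 cells/well, then exposed to library compounds with dopamine controls for 90 minutes at 37 degrees C. DiscoveRx reagent added for 30–60 minutes at room temperature; luminescence read, quantitative HTS format.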
DRD3 agonist = D3 dopamine receptor (human) agonism; P35462; D3R DiscoveRx beta-arrestin cells, luminescence, 90 min; max activation, %; 410,000 compounds, 0.58% hits; AID 652048; in the data active = max activation above about 30%; also: 0% is about no effect; mostly tested at two doses, the higher about 12 µM
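Agonist-mode cell screen: cells plated at 1500/well and incubated overnight at 37 °C, then exposed to library compounds for 90 min at 37 °C. Detection reagent was added for 30–60 min at room temperature, and luminescence was read.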
IL1B secr inh = inflammasome signaling inhibition, IL-1 beta readout; THP-1 LPS/ATP IL-1B secretion, AlphaLISA, 16 h; active compounds read low; activity change, % at 57.5 µM; 360,000 compounds, 4.7% hits; AID 743279; in the data active = activity change below about -50%; inconclusive = mostly about -30% to -49%; also: % is scaled to controls: 0 for no effect and ±100 for the full control effect
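Secreted IL-1B measured by AlphaLISA bead assay after 16 h compound exposure of THP-1 cells; compounds (final up to 57.5 uM) added 1 h before LPS (250 ng/mL) and ATP (1.25 mM) stimulation; lower signal means less secretion.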
HT1080 IDH1KD tx = HT-1080 IDH1 knockdown cell toxicity (counter line); AID 686971; Potency, µM (series often up to 46.1 µM), for inactives: at the highest dose activity, negative = toxicity, actives largely listed as cytotoxic; 360,000 compounds, 2% hits; HT-1080 IDH1 knockdown viability, ATP luminescence, 48 h;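 also: potency is read from the fitted curve at half-maximal effect; 0% = DMSO wells and -100% = cell-free medium wells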
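HT-1080-IDH1KD cells (IDH1 knocked down), 750/well in RPMI with 5% FBS, treated with compound 48 h at 37 degrees C. Viability by CellTiter-Glo luminescence, normalised to DMSO and no-cell wells; concentration-response curves classed.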
HT1080-NT tox = kills 2HG-producing HT-1080-NT fibrosarcoma cells; HT-1080-NT fibrosarcoma viability, CellTiter-Glo ATP luminescence, 48 h; Potency, µM (series often up to 46.1 µM), for the others: at the highest dose activity, negative = less viability, usual class: cytotoxic; 360,000 compounds, 1.6% hits;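 also: NT is the 2HG producing partner of a matched IDH1 knockdown line; potency is read from the fitted curve at half-maximal effect; 0% = DMSO-treated cells and -100% = media-only wells without cells; nearly all actives have a fitted effect of over 55% in size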
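Luminescent CellTiter-Glo readout after 48 hours of compound exposure at 37 degrees C defined viability of HT-1080-NT cells. Activity was normalized to DMSO wells and cell-free media wells; concentration-response curves were fitted and assigned curve classes.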
SW480 rereplic = DNA re-replication induction in SW480 cells. SW480 DNA re-replication, Hoechst DNA content imaging, 48 h. Potency, µM (titrated, usually from 46.1 µM), for the others: top-dose re-replication activation, usual class: activators. 340,000 compounds, 1.8% hits; also: potency is read from the fitted curve at half-maximal effect; % of control where 0% means no effect; nearly all actives have a fitted effect of over 55% in size
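Quantitative HTS format with DMSO vehicle controls; 48 hr drug incubation at 37 C, then 40 min Hoechst staining and scanning imager measurement at 405 nm excitation.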
* = called active by the depositor; ? = inconclusive; · = no result given; [ ] = dose if it differs, or a comment. Unless noted, calls follow the shape of the dose curve; as a rule, active = well fitted curve in the direction sought with a large enough effect; inconclusive = small, poorly fitted or top-dose-only effect, or another doubt; inactive = no such curve, though single readings can be large; an effect the other way counts as inactive or inconclusive.

(1) CN1CCc2c(sc(/N=C/c3cc(C(C)(C)C)ccc3O)c2C#N)C1
(2) COc1cc2c(cc1NC(=S)NC(=O)/C=C/c1ccco1)oc1ccccc12
(3) CCC(c1nnc(SCC(=O)Nc2ccc(N3CCOCC3)cc2)n1Cc1ccccc1)N(C)C (configuration not stated)
(4) COc1ccc(Cc2nc3ccc(C(=O)NCCc4ncccc4C)cc3o2)cc1OC
(5) CN(Cc1cn(C)nc1-c1ccc(Oc2ccccc2)cc1)C1CCOC1 (configuration not stated)
(6) Cc1cc(NC(=O)CSc2nnc3ccc(-c4ccccc4)nn23)no1
(7) CCOc1cc(C(=O)OCc2cc(=O)n3c(C)csc3n2)ccc1OC
(8) Cc1cc(NC(=O)NC(=O)c2cccc(OC(F)(F)C(F)F)c2)n[nH]1
Compound	1	2	3	4	5	6	7	8
GLP1R ag	20%	3%	3%	8%	-4%	-3%	15%	-6%
KB-3-1 cytotox	-3%	0%	-3%	-1%	3%	5%	-3%	7%
KB-V1 cytotox	29%	23%	-2%	-2%	0%	22%	?	18%
D3 antag	-54*	22	-5	-5	-3	24	47	12
DRD3 agonist	11	-4	-9	-4	-3	5	5	1
IL1B secr inh	61	15	-11	-5	0	18	2	0
HT1080 IDH1KD tx	13%	?	-6%	-6%	-11%	8%	7%	-12%
HT1080-NT tox	16%	?	2%	-2%	-7%	10%	-2%	-2%
SW480 rereplic	-1%	21%	11%	·	8%	·	-29%	1%

(9) Cc1cc(C)c([N+](=O)[O-])cc1NC(=O)CCS(=O)(=O)c1ccccc1
(10) CC(Sc1nc(N)c2c3c(sc2n1)CSC(C)(C)C3)C(=O)Nc1ccccc1 (configuration not stated)
(11) Cc1ccc(SCC(=O)NC(=O)NCc2ccccc2)c(C)c1
(12) CCn1cc(C(=O)NCCC(C)C)c(=O)c2cc(F)c(N3CCN(C)CC3)cc21
(13) O=C(C1CCCO1)N1CCN(S(=O)(=O)c2ccc(F)cc2)CC1 (configuration not stated)
(14) Cc1cccc(NC(=S)NNC(=O)c2ccccc2Br)c1
(15) Nc1nc(NC(=O)C(Cl)(Cl)Cl)nn1-c1ccccc1
(16) Cc1ccc(CNC(=O)c2ccc3c(c2)S(=O)(=O)c2ccccc2C3=O)o1
Compound	9	10	11	12	13	14	15	16
GLP1R ag	-7%	-4%	5%	-6%	-1%	4%	18%	20%
KB-3-1 cytotox	0%	?	-1%	-9%	4%	-3%	0%	-12%
KB-V1 cytotox	-20%	21µM*	?	0%	8%	?	-4%	3%
D3 antag	3	1	10	-22	-6	-8	16	-28
DRD3 agonist	-19	-2	2	-6	1	3	-9	-25
IL1B secr inh	0	?	7	-3	-2	9	-5	-25
HT1080 IDH1KD tx	8%	-15%	15%	-10%	0%	-1%	19%	0%
HT1080-NT tox	0%	-17%	4%	-6%	3%	1%	12%	0%
SW480 rereplic	-1%	?	15%	-10%	-7%	2%	-17%	-2%

(17) COc1ccc(C(=O)CCc2ccc(OC)c(OC)c2)cc1
(18) Cc1cc(/C=C(\C#N)c2nc3ccccc3[nH]2)c(C)n1C
(19) COc1ccc(NC(=O)C2CCN(C(=O)Cc3ccccc3)CC2)c(OC)c1
(20) COc1ccc2oc(=O)c(C(=O)Oc3ccc(NC(C)=O)cc3)cc2c1
(21) CCCCOCCCNC(=O)C[C@@H]1C[C@@]2(C(=O)OCC)CCCC=C2N(CCc2ccc(OC)c(OC)c2)C1=O
(22) COC(=O)C1=COC(OC2OC(CO)C(O)C(O)C2O)C2C1C=CC2(O)CO (configuration not stated)
(23) Cc1oc(-c2ccccc2F)nc1CSCC(=O)NC1CC1
(24) Cc1ccc(/C=C(\C#N)C(=O)NCC2CCCO2)o1 (configuration not stated)
Compound	17	18	19	20	21	22	23	24
GLP1R ag	25%	10%	6%	-1%	·	3%	5%	-4%
KB-3-1 cytotox	?	?	15%	-13%	7%	0%	4%	?
KB-V1 cytotox	16%	5.2µM*	-13%	4%	?	0%	-1%	-1%
D3 antag	17	-12	-9	-7	-20	?	0	-3
DRD3 agonist	7	-11	-5	4	-11	-2	3	-4
IL1B secr inh	-1	-2	41	8	-7	16	0	-29
HT1080 IDH1KD tx	-19%	0%	7%	0%	-8%	9%	15%	?
HT1080-NT tox	4%	7%	-9%	0%	0%	-1%	5%	?
SW480 rereplic	-1%	?	-117%[inhibitor]	-11%	·	-8%	?	-5%

(25) Oc1ccccc1N1CCN(CC(O)COC2CCCc3ccccc32)CC1 (configuration not stated)
(26) COC(=O)C[C@@H]1C[C@H]2c3cc(N(C)C)ccc3O[C@H]2[C@H](CO)O1
(27) Cc1nnc(SCSc2nnc(C)s2)s1
(28) COc1cc(C)c(CN2CCSCC2)cc1C
(29) COc1c2ccoc2c(OC[C@@H](O)C(C)(C)O)c2oc(=O)ccc12
(30) O=C(O)CCCCCNC(=O)CCn1cnc2ccccc2c1=O
(31) Cc1ccc(-c2cc(C(=O)Nc3cccnc3)[nH]n2)c(O)c1C
(32) COCCCNC(=O)CN(c1cc(Cl)cc(Cl)c1)S(C)(=O)=O
Compound	25	26	27	28	29	30	31	32
GLP1R ag	-4%	-4%	5%	-5%	10%	-4%	27%	-8%
KB-3-1 cytotox	-17%	0%	0%	3%	16%	2%	-17%	3%
KB-V1 cytotox	-1%	11%	15%	5%	-8%	?	-6%	15%
D3 antag	?	21	15	-3	-2	-23	33	10
DRD3 agonist	18	4	4	-1	5	6	-2	5
IL1B secr inh	0	22	-1	-2	-7	16	?	0
HT1080 IDH1KD tx	-5%	8%	16%	4%	3%	0%	-16%	9%
HT1080-NT tox	-4%	6%	11%	9%	?	8%	-22%	16%
SW480 rereplic	·	·	3%	-5%	0%	1%	-3%	-5%

(33) COC(=O)c1cn(Cc2ccccc2C)nn1
(34) Cc1cc(C(=O)Nc2nc3c(s2)CCCC3)no1
(35) Cn1cnnc1SCC(=O)Nc1sccc1C#N
(36) COc1ccc(Cl)cc1NC(=O)CN(c1cccc(C)c1C)S(C)(=O)=O
(37) Cc1cc(/C=N/O)c(C)n1-c1cccc(Cl)c1
(38) C=CC[n+]1c(-c2ccccc2)csc1NC(C)(C)C
(39) O=C(O)c1cccc(Cn2c(Cl)c(/C=N/NC(=O)c3cccc(O)c3)sc2=O)c1
(40) O=C(Nc1cccc(F)c1)NC1CC2CCCC(C1)N2C1CC1 (configuration not stated)
Compound	33	34	35	36	37	38	39	40
GLP1R ag	5%	-18%	-1%	-4%	9%	-1%	-1%	-1%
KB-3-1 cytotox	11%	0%	8%	0%	2%	-2%	11%	0%
KB-V1 cytotox	-13%	16µM*	7%	1%	16%	-12%	12%	-6%
D3 antag	2	-15	8	·	1	-18	2	0
DRD3 agonist	-13	-10	9	-5	-15	-2	1	-10
IL1B secr inh	2	16	7	·	-5	-19	21	-14
HT1080 IDH1KD tx	-12%	11%	27%	·	-3%	-4%	3%	4%
HT1080-NT tox	1%	0%	1%	·	-1%	1%	7%	1%
SW480 rereplic	-6%	2%	-4%	·	-1%	-2%	-2%	-6%

(41) Cc1cc(C(=O)CSc2n[nH]c(N)n2)c(C)n1-c1cc(F)ccc1F
(42) CCNC(=S)NC1CC2CCCC(C1)N2Cc1ccc(C)cc1 (configuration not stated)
(43) Cn1c(SCc2n[nH]c(=S)n2-c2ccccc2)nnc1-c1ccccc1
(44) O=C(COc1ccc2ccccc2c1)NC1CC1
(45) COc1cc(-c2cc3nc(NCCc4ccc(S(N)(=O)=O)cc4)ccn3n2)cc(OC)c1OC
(46) Cn1c(=O)[nH]c(=O)c2c1nc(Br)n2Cc1cccc(Br)c1
(47) CCOC(=O)C1CC(C)=C(C)CC1C(=O)O (configuration not stated)
(48) CCOc1ccc(N2CC(O)=C(c3ccccc3)C2=N)cc1
Compound	41	42	43	44	45	46	47	48
GLP1R ag	2%	-1%	-4%	-1%	6%	0%	9%	-3%
KB-3-1 cytotox	-5%	-2%	7%	2%	-1%	?	-1%	21%
KB-V1 cytotox	-6%	-11%	0%	-6%	-11%	?	-3%	?
D3 antag	5	-118*	41	4	-24	4	-3	7
DRD3 agonist	1	-8	-4	1	1	1	-2	12
IL1B secr inh	-1	17	17	7	-50*	-10	0	-3
HT1080 IDH1KD tx	-18%	0%	2%	10%	-21%	4.6µM*	1%	13%
HT1080-NT tox	-15%	12%	6%	1%	-18%	6.5µM*	8%	24%
SW480 rereplic	-4%	-8%	-6%	-7%	·	?	9%	-45%[inhibitor]

One compound at a time, as listed above. Values in the order: GLP1R ag | KB-3-1 cytotox | KB-V1 cytotox | D3 antag | DRD3 agonist | IL1B secr inh | HT1080 IDH1KD tx | HT1080-NT tox | SW480 rereplic
Entry for CCOC(=O)C1CC(C)=C(C)CC1C(=O)O (configuration not stated) → 9% | -1% | -3% | -3 | -2 | 0 | 1% | 8% | 9%
Entry for COc1cc2c(cc1NC(=S)NC(=O)/C=C/c1ccco1)oc1ccccc12 → 3% | 0% | 23% | 22 | -4 | 15 | ? | ? | 21%
Entry for CCNC(=S)NC1CC2CCCC(C1)N2Cc1ccc(C)cc1 (configuration not stated) → -1% | -2% | -11% | -118* | -8 | 17 | 0% | 12% | -8%
Entry for COc1ccc(Cc2nc3ccc(C(=O)NCCc4ncccc4C)cc3o2)cc1OC → 8% | -1% | -2% | -5 | -4 | -5 | -6% | -2% | ·

The listing continues.
(49) O=C(NC(=S)N1CCCC1)c1ccccc1
(50) CCCNC(=S)N1CCN(c2nc(C)nc3sc4c(c23)CCCC4)CC1
(51) COc1ccc(N2C(=NC(C)=O)SC3CS(=O)(=O)CC32)cc1OC (configuration not stated)
(52) NC(=O)N(CCC(=O)O)c1ccccc1
(53) S=C(NCc1ccccn1)Nc1ccccc1
Compound	49	50	51	52	53
GLP1R ag	1%	25%	-7%	-3%	9%
KB-3-1 cytotox	2%	-13%	0%	7%	8%
KB-V1 cytotox	-3%	-9%	16%	16%	8%
D3 antag	-12	-4	39	1	18
DRD3 agonist	-11	0	-1	2	8
IL1B secr inh	1	-74*	-9	-5	7
HT1080 IDH1KD tx	26%	-15%	19%	15%	10%
HT1080-NT tox	15%	-22%	12%	17%	13%
SW480 rereplic	-2%	-7%	-2%	0%	?
